Source: PubChem BioAssay (several laboratories)
Dyrk1A ADPGlo: blocks rat Dyrk1A kinase activity | Q63470 | ADP-Glo luminescence, NFATc1 peptide | inhibition, % at 12.5 µM | actives 0.43% (n = 310,000) | AID 504441; in the data active = inhibition above about 50%;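 note: plate controls were vehicle with enzyme for no effect and no enzyme for full effect; many of its hits are not listed in these tables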
KCNQ1 pot: potentiators or activators of human KCNQ1 potassium channel | P51787 | CHO-K1 KCNQ1, thallium flux FluxOR fluorescence; stronger effect = higher value | B-score at 10 µM | actives 0.35% (n = 310,000);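 active = fluorescence ratio B-score, a plate-corrected score, at least three library SD, with initial intensity B-score within 5 SD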
Target sequence (P51787 whole entry, looked up): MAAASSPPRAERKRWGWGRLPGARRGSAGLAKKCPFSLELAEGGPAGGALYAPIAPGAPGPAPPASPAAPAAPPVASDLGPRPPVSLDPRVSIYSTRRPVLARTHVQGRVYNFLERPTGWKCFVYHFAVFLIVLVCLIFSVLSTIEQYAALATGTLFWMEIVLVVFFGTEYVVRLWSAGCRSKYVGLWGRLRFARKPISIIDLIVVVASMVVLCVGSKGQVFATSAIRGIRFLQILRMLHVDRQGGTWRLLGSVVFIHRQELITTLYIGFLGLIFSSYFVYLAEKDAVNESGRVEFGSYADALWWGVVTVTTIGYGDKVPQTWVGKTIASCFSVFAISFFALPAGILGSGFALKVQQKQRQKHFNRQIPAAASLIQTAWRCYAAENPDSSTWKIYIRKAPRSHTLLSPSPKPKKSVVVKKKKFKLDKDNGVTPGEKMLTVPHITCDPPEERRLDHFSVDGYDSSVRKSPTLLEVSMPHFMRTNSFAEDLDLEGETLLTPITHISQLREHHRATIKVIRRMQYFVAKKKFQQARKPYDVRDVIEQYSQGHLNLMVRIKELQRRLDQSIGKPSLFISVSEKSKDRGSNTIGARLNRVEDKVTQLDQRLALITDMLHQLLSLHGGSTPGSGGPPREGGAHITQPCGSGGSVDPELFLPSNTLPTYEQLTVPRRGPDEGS
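Medium – assay buffer, equal DMSO in all wells · Material – CHO-K1 cell line with stable KCNQ1 potassium channel expression · Signal – kinetic FluxOR thallium fluorescence, 10-s 1-Hz baseline, 110-s post-stimulus read · Compound – single concentration per compound, DMSO matched to controls · Schedule – 37 °C overnight plating, 90-min dark dye load, 20-min compound pretreatment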
TRPC4 act: TRPC4 (mouse) channel activation. Q9QUQ5. HEK293 TRPC4beta/mu-opioid, Fluo4 calcium fluorescence; stronger effect = higher value. B-score at 10 µM. actives 0.49% (n = 310,000). AID 2237;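 active = B-score above 5 SD of library B-scores, and initial fluorescence ratio not above library mean plus 5 SD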;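 note: positive B-score marks a calcium rise read as TRPC4 activation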
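Material: TRPC4beta and mu-opioid receptor HEK293 stable cells | Incubation: 45 min room-temperature Fluo4 loading, 110 s read | Detection: Kinetic Fluo4 calcium fluorescence | Measure: Integrated baseline-normalised fluorescence ratio, converted to per-well B score | Benchmarks: Low control buffer alone, high control maximal DAMGO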
KCNQ1 block: inhibitors of human KCNQ1 potassium channel | P51787 | CHO-K1 KCNQ1, FluxOR thallium flux fluorescence; stronger effect = higher value | actives 1.3% (n = 310,000) | B-score at 10 µM | AID 2642;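 active = compounds whose thallium flux B-score, printed positive for inhibition, exceeds three library SD while starting fluorescence stays within three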;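 note: channel opened by potassium depolarization with thallium stimulus after 20 min compound exposure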
KCNK9 inh: human KCNK9 channel inhibition; Q9NPC2; HEK293 KCNK9, FluxOR thallium flux fluorescence; stronger effect = lower value; B-score at 10 µM; actives 1.2% (n = 310,000); AID 488922;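 active = ratio B-score over 3 SD below the library mean, with starting fluorescence within 5 SD of its mean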;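 note: negative B-score means less thallium flux so channel inhibition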
PolyA inh: inhibitors of polyadenylation in S. cerevisiae; S. cerevisiae SKY197-pL101 polyadenylation reporter, beta-gal luminescence; efflux-impaired pdr1/pdr3 knockout yeast; score 100 = 6 SD above DMSO; calls only at 12 µM; actives 0.02% (n = 300,000); AID 1875;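 active = lowest replicate activity score at least 50, where 100 means six control SD above control mean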;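 note: yeast exposed to compound for 9 h at 30 °C; higher score means more reporter readthrough which indicates perturbed polyadenylation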
KCNK3 inh: human KCNK3 channel inhibition, primary screen | O14649 | CHO-KCNK3 thallium flux, FluxOR fluorescence; stronger effect = lower value | B-score at 10 µM | actives 0.84% (n = 340,000) | AID 602410;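 active = B-score under library mean minus 4 SD, starting fluorescence ratio at most library mean plus 5 SD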;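 note: more negative B-score means stronger inhibition of thallium flux through KCNK3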
Target sequence (O14649 whole entry, looked up): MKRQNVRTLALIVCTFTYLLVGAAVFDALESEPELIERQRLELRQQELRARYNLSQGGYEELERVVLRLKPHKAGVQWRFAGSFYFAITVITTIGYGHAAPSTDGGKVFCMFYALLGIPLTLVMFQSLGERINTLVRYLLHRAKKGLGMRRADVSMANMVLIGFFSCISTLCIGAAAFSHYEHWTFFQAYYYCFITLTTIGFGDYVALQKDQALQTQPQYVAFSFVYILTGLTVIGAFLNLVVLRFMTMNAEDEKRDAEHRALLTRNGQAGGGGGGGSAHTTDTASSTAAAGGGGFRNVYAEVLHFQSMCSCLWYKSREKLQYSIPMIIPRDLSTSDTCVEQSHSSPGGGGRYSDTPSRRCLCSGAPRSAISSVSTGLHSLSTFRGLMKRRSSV
Platelet DG rel: modulates dense granule release in human platelets; AID 1663; human platelet-rich plasma, SFLLRN dense granule ATP release, luminescence; actives 0.22% (n = 300,000); inhibition, %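 (compounds screened at 7.5 µM in platelet-rich plasma)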;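 active = mean replicate score, as percent of positive control, at or above 50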
TRPC4 block: blocks the mouse TRPC4 cation channel | HEK293 TRPC4beta/mu-opioid, DAMGO-evoked Fluo4 calcium flux; stronger effect = lower value | actives 0.39% (n = 300,000) | B-score at 10 µM;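 active = B-score over 3 SD under the library average, no early fluorescence shift, positive overall ratio signal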
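Material: HEK293 cells with stable TRPC4beta plus mu-opioid receptor expression / Probe or stimulus: DAMGO in two steps, submaximal then maximal / Compound: single concentration per test compound / Technique: kinetic Fluo4 fluorescence imaging of calcium influx / Read-out: per-well B score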
TRPC4 potent: allosteric potentiators of mouse TRPC4 channel; Q9QUQ5; HEK293 TRPC4beta/mu-opioid, DAMGO EC20, Fluo-4 Ca2+ flux; stronger effect = higher value; B-score at 10 µM; actives 0.42% (n = 310,000); AID 2227;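 active = B-score of calcium response area above 5 SD of library B-scores, with initial fluorescence ratio within 5 SD of library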;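 note: B-score of integrated fluorescence ratio over time as area under calcium response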
hERG rescue: compounds protecting human hERG from proarrhythmic drug block. Q12809. CHO-hERG, FluxOR thallium flux, dofetilide IC70 present. activation (rescue from dofetilide block), less the hit threshold, % at 10 µM. actives 0.51% (n = 310,000). AID 1511;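 active = activation above the mean of controls blocked by dofetilide plus 5 SD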;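 note: thallium influx through hERG after potassium depolarization seen as dye fluorescence rise; in these data hits start at about 4.7%; inactives centre near -7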
* = called active by the depositor; i = inactive; . = no result given. These rows are one share of the data. The share of hits here may be higher or lower than overall.

Each structure is followed by: Dyrk1A ADPGlo	KCNQ1 pot	TRPC4 act	KCNQ1 block	KCNK9 inh	PolyA inh	KCNK3 inh	Platelet DG rel	TRPC4 block	TRPC4 potent	hERG rescue
- C/C(=N\NC(=O)c1ccc(CSc2nc(C)cc(C)n2)cc1)C1CCCCC1
  -5	i	i	i	i	i	i	23	i	i	-7
- Cc1nnc(SCC(=O)N2CCc3ccccc32)n1-c1ccccc1
  2	i	i	i	i	i	i	1	i	i	-6
- O=C(NCc1ccccc1)C1CC(=O)N(C2CCCCCC2)C1 (centres undefined)
  .	i	i	i	i	i	i	-5	i	i	-7
- COC(=O)Cn1cnc2c(C#N)c3n(c2c1=O)CCCC3
  -13	i	i	i	i	i	i	2	i	i	-15
- CCn1c(SCC(=O)N2CCCCC2)nc2c(c1=O)SCC2
  -2	i	i	i	i	i	i	-7	i	i	-5
- CC1CC(C)CN(C(=O)CSc2nc(Cc3cccs3)nc3ccccc23)C1 (centres undefined)
  6	i	i	i	i	i	i	0	i	i	-18
- O=C(COC(=O)COc1cccc(F)c1)NCCC1=CCCCC1
  3	i	i	i	i	i	i	-4	i	i	-14
- CCCOC(=O)c1ccc(NC(=O)C(=O)NCC2CCCO2)cc1 (centres undefined)
  -1	i	i	i	i	i	i	-4	i	i	1
- C=CCOc1ccc(/C(O)=C2\C(=O)C(=O)N(CCCOC)C2c2ccncc2)cc1 (centres undefined)
  -6	i	i	i	i	i	i	13	i	i	-7
- CSc1nnc(-c2cc(C)on2)n1-c1ccccc1
  -1	i	i	i	i	i	i	-2	i	i	-7
- COCCCN1C(=O)c2ccccc2C1C(=O)NC1CCCCCC1 (centres undefined)
  5	i	i	i	i	i	i	1	.	i	-13
- COc1ccc(N2C(=O)c3ccc(NC(C)=O)cc3C2=O)cc1
  -9	i	i	i	i	i	i	0	i	i	-12
- CCCC(=O)Nc1ccc2c(c1)nc(CN1CCN(C(C)=O)CC1)n2C
  5	i	i	i	i	i	i	2	i	i	-3
- C/C(=N\NC(=O)c1ccn(C)n1)c1ccc(NC(=O)C2CCCC2)cc1
  -9	i	i	i	i	i	i	-4	i	i	-8
- Cc1ccc(-n2c(-c3ccccc3)n[nH]c2=S)c(C)c1
  -2	i	i	i	i	i	i	1	i	i	-10
- CC(=O)c1ccc(NC(=O)C2CCCN2S(=O)(=O)c2ccc(F)cc2)cc1 (centres undefined)
  3	i	i	i	i	i	i	2	i	i	-7
- COc1ccc(-n2nc3cc(C)c(NC(=O)c4cccnc4)cc3n2)cc1
  0	i	i	i	i	i	i	-4	i	i	-3
- COc1ccc(CNc2nc(-c3cccnc3)nn2C(=O)C(C)C)cc1
  4	i	i	i	i	i	i	-1	-5*	i	-18
- O=S1(=O)CCC(NC(=S)N2CCCCC2)C1 (centres undefined)
  3	i	i	i	i	i	i	0	i	i	-3
- Cc1ccccc1C(=O)NNC(=O)C12CC3CC(CC(C3)C1)C2
  1	i	i	i	i	i	i	-3	i	i	-5
- FC(F)Sc1ccc(N=C2NN=C(c3ccc4c(c3)OCCO4)CS2)cc1
  2	i	i	i	i	i	i	-6	i	i	-7
- O=C(NCc1cccnc1)C1CCC(c2ccc(Cl)cc2)CC1 (centres undefined)
  .	i	i	i	i	i	i	8	i	i	-6
- CC(C)n1cc(C(=O)NC2CC(C)(C)Cc3c2cnn3-c2ccccc2)cn1 (centres undefined)
  .	i	i	i	i	i	i	6	i	i	-9
- Cc1cccc(-c2nc3ccccc3c(=O)n2NC(=O)/C=C/c2ccc([N+](=O)[O-])cc2)c1
  3	i	i	i	i	i	i	4	i	i	-12
- Cc1ccc(OCCC(=O)OCC(=O)N2CCN(S(=O)(=O)c3ccc(C)cc3C)CC2)cc1
  .	i	i	i	i	i	i	-3	i	i	-6
- Cc1ccc(C)c(OCCC(=O)N2CCN(S(=O)(=O)c3cc(C)ccc3C)CC2)c1
  -5	i	i	i	i	i	i	-4	i	i	-13
- O=C(N/N=C/c1cc([N+](=O)[O-])ccc1O)c1c[nH]c2ccccc12
  -5	i	i	i	i	i	i	-2	i	i	-13
- Nn1c(CSc2ccccn2)nc2ccccc2c1=O
  4	i	i	i	i	i	i	3	i	i	-4
- Cc1cc(NC(=O)C(C)C)ncc1NC(=O)c1ccccn1
  -2	i	i	i	i	i	i	4	i	i	-1
- CN1C(=O)C2(NC(=O)c3ccccc3N2C)c2ccccc21 (centres undefined)
  2	i	i	i	i	i	i	0	i	i	-8
- COc1ccc2c3c(cccc13)C(=O)CC2
  31	i	i	i	i	i	i	1	i	i	-48
- Cc1ccc(NC(=O)OCCNC(=O)OC(C)C)cc1
  0	i	i	i	i	i	i	-30	i	i	-5
- C/C(CCN1CCc2nc(-c3ccccc3)c(-c3ccccc3)cc2C1)=N\O[C@@H](C)c1cc(-c2c(C)cc(C)cc2C)no1
  1	i	i	i	i	i	i	-1	i	i	-8
- CC12CCC(=O)N1C(C(=O)Nc1nc(-c3ccccc3Cl)cs1)CS2 (centres undefined)
  0	i	i	i	i	i	i	-2	i	i	-10
- Cc1nc(C2CCC3C4CCC5=CC(=O)CC[C@]5(C)C4CC[C@]23C)cs1 (some centres undefined)
  .	i	i	7*	i	i	.	1	i	i	-14
- CC(=O)c1c(N2CCOCC2)nc(=O)n(-c2ccccc2)c1C
  4	i	i	i	i	i	i	8	i	i	-1
- O=C(NCC1CCCO1)C1CCN(C2CCN(C3CCCCCC3)CC2)CC1 (centres undefined)
  -2	i	i	i	i	i	i	0	i	i	-10
- COc1cc(/C=C(/NC(=O)c2ccccc2)C(=O)Nc2cccc(O)c2)c([N+](=O)[O-])cc1OC
  4	i	i	i	i	i	i	8	i	i	-8
- COc1ccc(N(CC(=O)NCc2ccncc2)S(=O)(=O)c2ccccc2[N+](=O)[O-])c(OC)c1
  -3	i	i	i	i	i	i	-8	i	i	-11
- O=C(O)CNC(=O)CC1S/C(=N/N=C2\CSC(=O)N2)NC1=O (centres undefined)
  -5	i	i	i	i	i	i	6	i	i	-8
- COc1ccc(C(CNC(=O)c2oc3c(Cl)cccc3c2C)N2CCCC2)cc1 (centres undefined)
  3	i	i	i	i	i	i	-4	i	i	-9
- COc1ccc(/C=C2/SC(=S)N(CCCC(=O)Nc3ccc(O)cc3)C2=O)cc1
  3	i	i	i	i	i	i	-2	i	i	-15
- O=C(CSc1nnc(CNC(=O)c2ccc(F)cc2)o1)NCc1ccc2c(c1)OCO2
  .	i	i	i	i	i	i	32	i	i	0
- Cc1cc(C)c2ccc(=S)[nH]c2n1
  -2	i	i	i	i	i	i	20	i	i	-4
- COc1ccc(CN2CCc3ccccc3C2)c(OC)c1OC
  .	i	i	i	i	i	i	-1	i	i	-8
- O=C(NN1C(=O)C2C3C=CC(O3)C2C1=O)c1ccccc1 (centres undefined)
  0	i	i	i	i	i	i	-3	i	i	-4
- CC(=O)N1c2ccc(S(=O)(=O)NCCC(=O)NCc3ccc(N(C)C)cc3)cc2CC1C (centres undefined)
  3	i	i	i	i	i	i	3	i	i	-8
- COc1cccc(NC(=S)N(Cc2cccc(Br)c2)CC2CCC(C(=O)O)CC2)c1 (centres undefined)
  -3	i	i	i	i	i	i	0	i	i	-21
- NC(=O)CC(NC(=O)c1ccc(Br)cc1)c1ccc(N2CCN(c3ccc(F)cc3)CC2)c([N+](=O)[O-])c1 (centres undefined)
  1	i	i	i	i	i	i	5	i	i	-8
- C=CCn1c(SCC(=O)N(CCOC)c2c(N)n(CCCC)c(=O)[nH]c2=O)nnc1-c1ccc(Cl)cc1
  -5	i	i	i	i	i	i	26	i	i	-7
- CSCCC(N=CC1=C(O)CC(C)(C)CC1=O)C(=O)O (centres undefined)
  0	i	i	i	i	i	i	8	i	i	0
- COc1cccc2c(Cl)c(CCCl)c(C)nc12
  1	i	i	i	i	i	i	0	i	i	-1
- CCC(=O)c1ccc(OCc2ccc(C(=O)c3ccccc3)cc2)cc1
  .	i	i	i	i	i	i	1	i	i	-16
- c1ccc(NC2=Nc3cccc4cccc2c34)cc1
  41	i	i	i	i	i	i	13	i	i	-26
- COC(=O)\C(C(C)=O)=C(/C=C/C=C/C=C/N(C)C)N(C)C
  4	i	i	i	i	i	i	0	i	i	-7
- C=C(C)C1CC=C(C)/C(=N/NC(=O)c2cccs2)C1 (centres undefined)
  1	i	i	i	i	i	i	-6	i	i	-2
- CCN/N=C(\Cc1nc2ccccc2[nH]1)c1ccccc1
  -9	i	i	i	i	i	i	8	i	i	-16
- O=C(NCCN1CCOCC1)C1CCCN(S(=O)(=O)c2ccc(F)cc2)C1 (centres undefined)
  -4	i	i	i	i	i	i	-3	i	i	-10
- Cc1sc2nc(SCc3nc(-c4ccccc4)no3)n(-c3ccccc3)c(=O)c2c1C
  -7	i	i	i	i	i	i	3	i	i	-5
- CS(=O)(=O)n1nc(-c2ccc(Cl)cc2)nc1SCc1ccccc1
  -3	i	i	i	i	i	i	4	i	i	-13
- Cc1ccc(/C=C2\SC(=S)N(c3c(C)n(C)n(-c4ccccc4)c3=O)C2=O)cc1
  -4	i	i	i	i	i	i	-3	i	i	-7
- CN(C(=O)Nc1ccccc1)n1cnc2ccccc2c1=O
  -7	i	i	i	i	i	i	4	i	i	-4

Structures from the list above that have a COOH group, in the order listed:
Each structure is followed by: Dyrk1A ADPGlo	KCNQ1 pot	TRPC4 act	KCNQ1 block	KCNK9 inh	PolyA inh	KCNK3 inh	Platelet DG rel	TRPC4 block	TRPC4 potent	hERG rescue
- O=C(O)CNC(=O)CC1S/C(=N/N=C2\CSC(=O)N2)NC1=O (centres undefined)
  -5	i	i	i	i	i	i	6	i	i	-8
- COc1cccc(NC(=S)N(Cc2cccc(Br)c2)CC2CCC(C(=O)O)CC2)c1 (centres undefined)
  -3	i	i	i	i	i	i	0	i	i	-21
- CSCCC(N=CC1=C(O)CC(C)(C)CC1=O)C(=O)O (centres undefined)
  0	i	i	i	i	i	i	8	i	i	0
